# HRas wt GTP bind: modulators of GTP binding to HRas wildtype, primary screen, biochemical, bead-based flow cytometry, multiplex; GST-Ras wt beads, Bodipy-FL-GTP binding; actives lie on both sides; 190,000 compounds, 0.14% hits; GTPase HRas (Homo sapiens), P01112; AID 759, 2007; GTP binding activity, % at 10 µM;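 active = GTP binding activity at least 20% away from the 100% baseline, either lowered as inhibitor or raised as activator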;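 also: 0% = unlabeled GTP competition control and 100% = no-compound control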
# Target sequence (P01112 whole entry, looked up): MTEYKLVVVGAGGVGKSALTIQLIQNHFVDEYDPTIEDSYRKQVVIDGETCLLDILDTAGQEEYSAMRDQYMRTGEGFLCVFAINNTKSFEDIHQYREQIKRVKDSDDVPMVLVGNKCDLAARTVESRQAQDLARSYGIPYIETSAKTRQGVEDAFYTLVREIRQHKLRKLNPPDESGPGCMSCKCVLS
# Mcl1-Noxa inh: Mcl-1/Noxa binding inhibitors, primary screen, biochemical, TR-FRET, 1536-well | inhibition, % at 21.7 µM | Induced myeloid leukemia cell differentiation protein Mcl-1 (Homo sapiens), Q07820 | 220,000 compounds, 1.5% hits | TR-FRET Mcl-1/Noxa peptide binding, 2 h;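 active = compounds that cut the protein-peptide binding signal by more than 50% relative to plate controls in a single-dose test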;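 also: His-tagged Mcl-1 with rhodamine Noxa BH3 peptide and terbium anti-His antibody; 0% = Mcl-1 plus Noxa peptide wells and 100% = peptide-only wells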
# ABCG2 block: ABCG2 efflux pump inhibitors, primary screen, multiplex with ABCB1, IgMXP3 cells, flow cytometry; Broad substrate specificity ATP-binding cassette transporter ABCG2 (Homo sapiens), Q9UNQ0; JC-1 efflux; inhibition, % at 6.6 µM; 190,000 compounds, 0.1% hits; AID 1325, 2008;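 active = inhibition above 80%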;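 also: 0% = DMSO and 100% = nicardipine control wells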
# Target sequence (Q9UNQ0 whole entry, looked up): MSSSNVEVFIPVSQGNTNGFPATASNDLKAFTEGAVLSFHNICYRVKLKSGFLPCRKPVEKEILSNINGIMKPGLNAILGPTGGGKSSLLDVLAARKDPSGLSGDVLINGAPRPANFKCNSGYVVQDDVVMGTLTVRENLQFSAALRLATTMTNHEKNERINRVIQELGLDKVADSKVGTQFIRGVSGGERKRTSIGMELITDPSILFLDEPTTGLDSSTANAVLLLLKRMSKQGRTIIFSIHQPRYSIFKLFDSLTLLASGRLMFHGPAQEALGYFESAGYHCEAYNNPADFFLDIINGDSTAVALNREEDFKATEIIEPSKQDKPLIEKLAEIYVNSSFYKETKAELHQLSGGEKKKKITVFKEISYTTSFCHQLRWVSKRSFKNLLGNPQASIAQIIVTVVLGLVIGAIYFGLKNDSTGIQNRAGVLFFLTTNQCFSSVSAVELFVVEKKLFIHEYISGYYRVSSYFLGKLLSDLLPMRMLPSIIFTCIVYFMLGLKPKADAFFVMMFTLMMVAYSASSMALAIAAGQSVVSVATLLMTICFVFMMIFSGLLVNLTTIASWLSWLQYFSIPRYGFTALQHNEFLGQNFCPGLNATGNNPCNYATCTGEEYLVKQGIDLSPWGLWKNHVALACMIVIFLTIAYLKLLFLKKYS
#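 Test system: IgMXP3 (ABCG2) plus far-red-tagged CCRF-Adr (ABCB1) cells / Amount: 3 million cells/mL in well / Reagent: JC-1 transporter substrate / Timing: 10 min compound exposure, 25 °C / Signal: flow cytometry, 530 nm JC-1 signal / Read-out: percent efflux inhibition, scaled nicardipine 100% to DMSO 0% / Benchmarks: nicardipine as high control, DMSO as low control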
# Pf gametocyte: late stage P. falciparum gametocyte viability inhibitors, primary screen, ATP luminescence, HTS; P. falciparum stage V gametocytes, 24 h; inhibition, % at 10.9 µM; 150,000 compounds, 0.065% hits;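 active = inhibition above the mean plus 3 SD of compounds within the control limits, set per campaign, cut at about 38% in these data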;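 also: 0% = DMSO wells and 100% = medium only without gametocytes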
# ABCB1 block: ABCB1 efflux pump inhibitors, primary screen, cell-based, multiplex, flow cytometry, ABCG2 counter-screen; CCRF-Adr cells, JC-1 efflux; ATP-dependent translocase ABCB1 (Homo sapiens), P08183; inhibition, % at 6.6 µM; 190,000 compounds, 0.067% hits; in the data active = inhibition above about 40%;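 also: 0% = vehicle and 100% = reference inhibitor; higher value means more JC-1 retained so stronger ABCB1 efflux block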
# Cdc42 wt GTP: modulators of GTP binding to wildtype Cdc42, primary screen, biochemical, multiplex bead flow cytometry, Bodipy-GTP; Cell division control protein 42 homolog (Homo sapiens), P60953; GST-Cdc42 beads; actives lie on both sides; percent activity (GTP binding), % at 10 µM; 190,000 compounds, 0.2% hits; AID 761, 2007;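 active = percent activity GTP binding at least 20 points away from the 100% baseline, either down as inhibitor or up as activator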;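 also: median bead fluorescence of bound Bodipy-FL-GTP at 100 nM; 0% = excess unlabeled GTP control and 100% = no compound control; below 100% means less GTP binding so inhibitor and above means activator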
# Target sequence (P60953 whole entry, looked up): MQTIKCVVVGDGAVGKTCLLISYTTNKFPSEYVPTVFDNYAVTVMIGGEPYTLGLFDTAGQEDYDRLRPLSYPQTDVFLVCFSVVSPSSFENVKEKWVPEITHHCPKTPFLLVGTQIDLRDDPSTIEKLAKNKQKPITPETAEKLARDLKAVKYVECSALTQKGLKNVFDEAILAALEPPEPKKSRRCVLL
# Rab2A wt mod: modulators of GTP binding to Rab2A wildtype, primary screen, biochemical, dog, bead-based flow cytometry, multiplex. Ras-related protein Rab-2A (Canis lupus familiaris), P61105. GTP binding activity, % at 10 µM. GST-Rab2 wt beads, Bodipy-GTP binding. AID 760, 2007. 190,000 compounds, 0.19% hits;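 active = GTP binding activity at least 20 points away from 100%, either lowered or raised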;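 also: 0% = beads with excess unlabeled GTP and 100% = no-compound control corrected for plate trend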
# Rac1 act GTP bind: GTP binding modulators of activated mutant Rac1, primary screen, biochemical, bead-based flow cytometry, multiplex, fluorescent GTP; Ras-related C3 botulinum toxin substrate 1 (Homo sapiens), P63000; GST-Rac1 activated beads; actives lie on both sides; 100% means binding = to untreated wells; percent activity (GTP binding), % at 10 µM; 190,000 compounds, 0.11% hits;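 active = GTP binding at least 20 percentage points away from the 100% baseline, in either direction, so actives lie on both sides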
# Rab7 wt GTP bind: modulators of GTP binding to Rab7, primary screen, biochemical, wildtype, multiplex bead flow cytometry; Rab7 GTPase wild type (dog), Bodipy-FL-GTP binding; GTP binding activity (percent of control), % at 10 µM; 190,000 compounds, 0.055% hits; GST-Rab7 beads, fluorescent GTP binding; actives lie on both sides; untreated = 100%, excess cold GTP = 0%; AID 758, 2007;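 active = fluorescent GTP binding to Rab7 beads changed by at least 20 points from the 100% baseline, either direction, mostly lower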;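 also: median green fluorescence of bound Bodipy-FL-GTP per Rab7 bead population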
# Rac1 wt modul: wildtype Rac1 GTP binding modulators, primary screen, biochemical, GST-Rac1 beads, flow cytometry, multiplex. GTP binding activity (% of control), % at 10 µM. AID 757, 2007. 190,000 compounds, 0.27% hits. fluorescent GTP binding; actives lie on both sides; 0 = cold GTP competed, 100 = untreated;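 active = GTP binding activity at least 20 points away from the 100% control level, either lower or higher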
# Avidin fluor: green autofluorescence of compounds with avidin beads – biophysical, 488/530 nm, flow cytometry, artefact control, profiling panel; AID 1775, 2009; fluorescence (KMESF) at 10 µM; compound fluorescence 488/530 nm; active compounds read high; 220,000 compounds, 0.38% hits; in the data active = fluorescence above about 47; also: inactives centre near 10
# * hit, by the source's call; x = no result given.
SMILES,HRas wt GTP bind,Mcl1-Noxa inh,ABCG2 block,Pf gametocyte,ABCB1 block,Cdc42 wt GTP,Rab2A wt mod,Rac1 act GTP bind,Rab7 wt GTP bind,Rac1 wt modul,Avidin fluor
COc1ccc(-n2c(SCC(=O)N3CCCCC3)nc(O)cc2=O)cc1,95.0,-2.9,2.0,x,-0.5,96.0,97.0,96.0,98.0,96.0,10
COc1ccc(Cc2nc3c4c(ncn3n2)Oc2ccc3ccccc3c2C4c2ccc(OC)c(OC)c2)cc1 (centres undefined),100.0,-12.2,7.1,12.5,9.6,98.0,100.0,99.0,95.0,102.0,14
Cc1ccccc1C(=O)Nc1nc2n(n1)C(c1ccccc1)CC(=O)N2 (centres undefined),102.0,18.2,1.4,1.7,0.2,103.0,103.0,100.0,103.0,109.0,8
CCN(CC)CCCN(C(=O)Cn1nnc(-c2ccc(OC)c(OC)c2)n1)C(C(=O)NC(C)(C)C)c1ccc(F)cc1 (centres undefined),97.0,15.0,-0.4,-6.0,-0.1,100.0,97.0,96.0,98.0,99.0,11
O=C(CSc1nc2ccccc2o1)Nc1nncs1,101.0,0.4,1.4,x,-1.3,104.0,100.0,102.0,96.0,106.0,20
O=S(=O)(NCCSc1ccccc1)c1cccs1,94.0,4.2,1.0,-8.5,0.1,97.0,94.0,94.0,95.0,94.0,10
Cc1cc(N=Cc2cc(Br)ccc2O)no1,96.0,10.4,2.4,x,0.4,94.0,94.0,91.0,95.0,92.0,34
O=C(O)Cn1nnn(-c2ccccc2)c1=S,102.0,9.4,1.9,24.7,0.4,101.0,103.0,100.0,103.0,111.0,21
O=C(NCc1ccc2c(c1)OCO2)C1CCCN(C(=O)c2ccc(Cl)cc2)C1 (centres undefined),99.0,12.4,0.6,-27.4,0.2,103.0,102.0,100.0,102.0,103.0,39
CCOC(=O)CNC(=O)N1CCCC(CNS(=O)(=O)c2cccs2)C1 (centres undefined),97.0,-13.0,0.2,-17.5,0.4,97.0,96.0,98.0,96.0,100.0,9
CCN1C(=O)/C(=C\c2nc3ccccc3c(=O)n2-c2ccccc2)c2ccccc21,97.0,27.4,2.4,14.9,3.4,99.0,95.0,98.0,102.0,98.0,4
CC(C)C(NC(=O)C1CCCCC1)C(=O)NC1CCN(Cc2ccccc2)CC1 (centres undefined),99.0,5.1,0.2,x,0.2,101.0,97.0,97.0,93.0,99.0,8
COc1ccccc1CNC(=O)CCNS(=O)(=O)c1cccc2nsnc12,94.0,x,0.0,-7.3,0.5,94.0,92.0,91.0,94.0,91.0,12
Cc1ccccc1NC(=O)Cn1nnc(-c2ccc(N3CCOCC3)cc2)n1,99.0,0.1,0.6,11.9,0.1,96.0,98.0,98.0,102.0,101.0,15
O=C(CSc1nc2ccccc2s1)Nc1ccc2c(c1)oc1ccccc12,97.0,22.5,-2.0,12.5,-0.5,93.0,95.0,94.0,97.0,96.0,13
CC(=O)NCC(=O)OCc1ccc([N+](=O)[O-])cc1,100.0,1.0,-1.9,x,0.8,101.0,97.0,100.0,99.0,104.0,22
CCCN(Cc1ccccc1)C(=S)NC(=O)c1ccccc1[N+](=O)[O-],95.0,14.0,1.4,3.5,0.3,93.0,95.0,94.0,96.0,98.0,12
OC(COc1ccccc1Cl)CN1CCN(CC(O)COc2ccccc2Cl)CC1 (centres undefined),104.0,11.5,1.3,x,1.9,108.0,102.0,101.0,102.0,106.0,35
CC(=O)Nc1ccc(N2CCOCC2)c(Cl)c1,95.0,-5.2,0.9,-12.9,0.6,98.0,98.0,98.0,95.0,100.0,10
COc1ccc(CCCc2nnc(SCC(=O)NN)o2)cc1,97.0,15.1,-0.6,-9.1,-0.3,97.0,100.0,99.0,101.0,105.0,11
O=C(Nc1ccccc1N1CCOCC1)c1ccc(N2CCOCC2)c([N+](=O)[O-])c1,96.0,19.0,0.0,12.7,0.0,97.0,94.0,96.0,93.0,98.0,9
CCCCOc1cccc(NC(=O)CSc2nncn2C)c1,99.0,3.1,14.7,-7.8,1.2,101.0,99.0,99.0,101.0,103.0,9
NC(=O)c1ccc(-n2nnnc2SCC(=O)Nc2ccccc2-c2ccccc2)cc1,95.0,22.8,5.6,x,0.8,96.0,95.0,92.0,94.0,91.0,12
Cc1cc(-c2ccccc2)cc(-c2ccccc2)[n+]1C,98.0,-1.4,2.3,-25.3,0.8,96.0,98.0,95.0,101.0,96.0,13
Cn1c(SCC(=O)NC2CCCCC2)nnc1-c1cc2ccccc2o1,102.0,25.7,6.3,23.0,1.0,102.0,101.0,101.0,101.0,103.0,11

# Overlap with the part before: two compounds, then new ones.
SMILES,HRas wt GTP bind,Mcl1-Noxa inh,ABCG2 block,Pf gametocyte,ABCB1 block,Cdc42 wt GTP,Rab2A wt mod,Rac1 act GTP bind,Rab7 wt GTP bind,Rac1 wt modul,Avidin fluor
Cc1cc(-c2ccccc2)cc(-c2ccccc2)[n+]1C,98.0,-1.4,2.3,-25.3,0.8,96.0,98.0,95.0,101.0,96.0,13
Cn1c(SCC(=O)NC2CCCCC2)nnc1-c1cc2ccccc2o1,102.0,25.7,6.3,23.0,1.0,102.0,101.0,101.0,101.0,103.0,11
O=C(CS(=O)(=O)c1cn(Cc2ccc(F)cc2)c2ccccc12)N1CCOCC1,97.0,-3.2,-1.3,x,-0.6,95.0,100.0,95.0,102.0,96.0,5
CN(C)S(=O)(=O)c1ccc(C(=O)NCCOc2ccccc2)cc1,99.0,-4.9,-0.5,x,0.1,101.0,99.0,102.0,100.0,102.0,17
CCCCNC(=O)CCC(=O)Nc1ccc2nc(N3CCC(C)CC3)cc(C)c2c1,97.0,16.6,14.4,24.7,2.4,102.0,95.0,96.0,95.0,100.0,13
COc1ccc(NC(=O)C2=Cc3cccc(OC)c3OC2)cc1,93.0,8.2,-0.2,-2.2,-0.5,91.0,93.0,92.0,96.0,91.0,11
CC(C)(C)c1ccc(OCCC(=O)Nc2cccc(S(=O)(=O)N3CCCCC3)c2)cc1,96.0,6.9,1.1,12.2,0.1,94.0,97.0,94.0,99.0,97.0,2
CC(C)N(CCNC(=O)C1CCC(=O)N1Cc1ccc(F)cc1)Cc1ccccc1 (centres undefined),102.0,x,1.3,x,0.0,101.0,100.0,99.0,96.0,101.0,8
COc1ccc(-c2nc3n(c(=O)c2C#N)CCCS3)cc1,100.0,-9.2,1.9,x,0.1,100.0,103.0,102.0,100.0,99.0,14
Cc1ccc(S(=O)(=O)N(C(=O)c2ccco2)c2cc3sc(=O)oc3c3ccccc23)cc1,99.0,10.9,-2.9,-10.5,0.0,97.0,101.0,98.0,96.0,100.0,8
COc1ccc(C(=O)CCN2CCN(c3ccccc3OC)CC2)cc1,97.0,9.4,0.7,17.8,0.3,99.0,99.0,98.0,95.0,97.0,8
C=CCn1c(Oc2cc(C)ccc2C)nc2c1c(=O)n(C)c(=O)n2C,97.0,-2.3,1.9,13.0,0.6,97.0,96.0,97.0,100.0,97.0,16
CCN(CC)S(=O)(=O)c1cccc(C(=O)NC(C(=O)NC2=NCCS2)C(C)C)c1 (centres undefined),109.0,-2.6,0.4,-1.6,0.0,110.0,109.0,104.0,105.0,111.0,26
CCc1ccc(N(C(C)=O)C2C=CS(=O)(=O)C2)cc1 (centres undefined),101.0,0.2,-3.2,16.8,-2.6,100.0,98.0,97.0,97.0,97.0,15
O=C(Nc1cnc2sccn2c1=O)c1ccc(Cl)cc1Cl,99.0,-2.1,0.7,x,0.6,98.0,99.0,98.0,97.0,100.0,10
Cc1nc2c(=O)n(C)c(=O)[nH]c2n1Cc1ccccc1,99.0,9.8,0.0,-1.5,0.2,101.0,98.0,96.0,100.0,103.0,31
COc1ccccc1[C@@H]1C(c2ccc(F)cc2)=NN(c2ccccc2)[C@H]1C(=O)N1CCOC1=O,98.0,-39.9,20.6,x,0.5,91.0,96.0,96.0,98.0,100.0,11
C=CCNC(=O)c1ccccc1NC(=O)Cc1ccccc1[N+](=O)[O-],103.0,-0.9,27.4,-6.0,0.8,103.0,99.0,98.0,100.0,104.0,15
CCc1ccc(C2=NN(C(C)=O)C(c3ccco3)C2)cc1 (centres undefined),94.0,12.7,1.4,15.4,0.4,98.0,90.0,94.0,95.0,95.0,11
COc1ccccc1NC(=O)C(CC=C(Cl)Cl)C(C)=O (centres undefined),106.0,-3.7,3.7,x,0.7,107.0,101.0,101.0,99.0,109.0,12
Cc1cc(/C=C(/C#N)C(=O)Nc2ccc(Cl)cc2)c(C)n1-c1cccnc1,100.0,25.2,8.0,x,1.0,98.0,101.0,100.0,98.0,101.0,13
CCS(=O)(=O)N1CCCC(C(=O)NCCc2ccc(OC)c(OC)c2)C1 (centres undefined),99.0,-10.3,-13.7,x,-1.3,98.0,100.0,98.0,96.0,100.0,14
O=C(COC(=O)CCc1ccc(S(=O)(=O)N2CCOCC2)cc1)Nc1cccc(Cl)c1,101.0,17.0,2.7,10.0,0.7,97.0,99.0,97.0,106.0,101.0,24
O=C(CCS(=O)(=O)c1cccc2nonc12)NCc1ccc(Cl)cc1,99.0,14.6,32.8,-28.4,1.4,99.0,98.0,96.0,93.0,101.0,9
Cc1ccc(CNC(=O)CO/N=C/c2ccc3c(c2)OCO3)cc1,95.0,16.2,2.4,x,-1.2,94.0,92.0,89.0,99.0,98.0,7
COc1cccc(/C=N/NC(=O)CSc2nnc(C)n2-c2ccccc2)c1O,100.0,4.6,5.0,x,0.7,102.0,101.0,99.0,97.0,100.0,22
CCOC(=O)c1c(NC(=O)CSc2nnc(-c3cccnc3)n2Cc2ccco2)sc(C)c1C,97.0,-4.0,0.5,x,0.7,100.0,96.0,97.0,95.0,101.0,4
Cc1cc([N+](=O)[O-])cc2c1NC(c1ccccn1)C1CC=CC21 (centres undefined),96.0,41.2,1.1,-12.5,-0.3,90.0,94.0,91.0,99.0,93.0,10

# Compound activity as filed in PubChem BioAssay.
